Screening data from PubChem.
ALOX15B inhib – inhibitors of human 15-lipoxygenase 2 (ALOX15B) | Potency, µM (series often up to 57.1 µM), inactives show top-dose activity change, negative = inhibition, hits mostly inhibitors | AID 881 | purified 15hLO-2, xylenol orange hydroperoxide absorbance | 0.56% of 110,000 active; further: potency means the concentration at half of the fitted maximal effect; nearly all actives have a fitted effect of over 60% in size; many of its hits are not listed in these tables
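Purified human 15hLO-2 (50 nM final) preincubated with compounds 15 min at room temperature in 25 mM Hepes pH 7.5, 0.01% Triton X-100, then 45 uM arachidonic acid added for 90 min; hydroperoxide detected via ferrous/xylenol orange, 573/405 nm absorbance ratio.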
IMPase inh – membrane-permeable compound that blocks inositol monophosphatase. P97697. CHO-M1 cells, IP1 accumulation, HTRF TR-FRET ratio. inhibition (IP1 accumulation), % at 46.1 µM. 120,000 tested, under 10 active. AID 901; active means well fitted curve in the direction sought with a large enough effect in the signal ratio, not every such curve was filed as active; inconclusive means small, poorly fitted or top-dose-only effect, or a change in a side signal; inactive means no such curve, though single readings can be large or run the other way; the % refers to the signal ratio;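 further: cells stimulated with carbachol in lithium chloride buffer; plate controls were DMSO basal wells for no effect and reference inhibitor wells for full effect; higher means more IMPase inhibition seen as more IP1 and lower FRET ratio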
Target sequence (P97697 whole entry, looked up): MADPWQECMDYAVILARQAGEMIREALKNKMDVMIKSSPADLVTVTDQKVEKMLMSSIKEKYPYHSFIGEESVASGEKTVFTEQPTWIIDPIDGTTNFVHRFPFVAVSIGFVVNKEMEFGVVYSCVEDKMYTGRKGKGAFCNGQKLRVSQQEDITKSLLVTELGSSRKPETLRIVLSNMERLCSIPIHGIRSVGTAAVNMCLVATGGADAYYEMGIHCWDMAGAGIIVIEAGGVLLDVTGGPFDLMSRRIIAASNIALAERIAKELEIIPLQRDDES
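In this qHTS, compounds (final up to 46 uM) act on CHO-M1 cells that are then activated through the M1 receptor with carbachol, in pH 7.4 buffer containing 50 mM LiCl, for 30 min. IP1 accumulation is quantified by the IP-One immunoassay.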
PNC assembly inh – blocks assembly of the perinucleolar compartment | PC3M PTB-GFP, PNC prevalence imaging, 16 h; active compounds read low | activity change (PNC), negative = inhibition, % at 10 µM | 3.1% of 140,000 active;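 active means readout at or below -70, meaning at least 70% loss of cells showing the perinucleolar compartment, a nuclear body marking cancer cells; inconclusive means readout between -30 and a set limit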;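 further: plate controls were DMSO wells for no effect and camptothecin positive control wells for full effect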
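PC3M cells stably expressing PTB-GFP, 750–1000 cells/well, treated 16 h at 37 °C with compound (23 nl of library stock), in duplicate. After paraformaldehyde fixation and Hoechst stain, imaged at 20x; PNC prevalence scored by image analysis.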
12-hLO inh – 12-hLO (ALOX12) enzyme inhibition. AID 1452. purified 12-hLO, xylenol orange hydroperoxide absorbance. 0.12% of 150,000 active. Potency, µM (highest dose often 57.1 µM), without a hit: at the highest dose activity change, negative = inhibition, usual class: inhibitors; further: potency means the concentration at half of the fitted maximal effect; nearly all actives have a fitted effect of over 55% in size; many of its hits are not listed in these tables
Target sequence (P18054 whole entry, looked up): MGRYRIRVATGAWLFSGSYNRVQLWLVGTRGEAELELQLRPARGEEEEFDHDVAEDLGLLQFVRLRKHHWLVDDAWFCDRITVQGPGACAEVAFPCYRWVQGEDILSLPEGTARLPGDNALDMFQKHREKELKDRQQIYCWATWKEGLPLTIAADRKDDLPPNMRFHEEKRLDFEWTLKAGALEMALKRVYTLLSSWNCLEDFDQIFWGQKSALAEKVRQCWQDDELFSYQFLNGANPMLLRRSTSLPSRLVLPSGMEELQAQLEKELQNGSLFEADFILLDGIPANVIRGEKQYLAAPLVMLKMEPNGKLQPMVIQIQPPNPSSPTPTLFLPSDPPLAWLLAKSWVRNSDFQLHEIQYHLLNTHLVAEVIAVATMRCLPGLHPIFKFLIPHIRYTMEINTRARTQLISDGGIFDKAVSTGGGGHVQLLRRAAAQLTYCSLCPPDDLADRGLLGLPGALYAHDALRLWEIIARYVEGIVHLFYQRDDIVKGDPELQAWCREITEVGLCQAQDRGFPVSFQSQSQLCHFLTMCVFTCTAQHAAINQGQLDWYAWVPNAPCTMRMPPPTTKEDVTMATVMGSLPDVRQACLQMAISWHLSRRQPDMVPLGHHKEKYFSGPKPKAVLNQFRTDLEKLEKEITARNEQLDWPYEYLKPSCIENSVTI
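Hydroperoxide output read as Fe(III)-xylenol orange absorbance, 573-to-405 nm ratio, after 30 min reaction with 40 uM arachidonic acid. Enzyme: 150 nM purified human 12hLO, 15 min compound preincubation; 25 mM Hepes pH 7.0, room temperature.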
* hit, by the source's call; [ ] = another dose, or the depositor's remark. Unless noted, the call rests on the fitted dose curve; in most records, active means well fitted curve in the direction sought with a large enough effect; inconclusive means small, poorly fitted or top-dose-only effect, or another doubt; inactive means no such curve, though single readings can be large; an effect the other way counts as inactive or inconclusive. Unless noted, on the % scale 0 is the no-effect control and ±100 the full control effect. Only part of the results is shown; count on the stated rates, not on these rows.

Results for Cc1csc(NC(=O)c2ccc(C)c(S(=O)(=O)N3CCCCC3)c2)n1 ?
ALOX15B inhib: 8%; IMPase inh: 0; PNC assembly inh: 17; 12-hLO inh: -2%

What do the screens show for `CCOC(=O)c1c(-c2ccc(OC)cc2)csc1NC(=O)CSc1ncnc2sccc12`?
PNC assembly inh: inconclusive; 12-hLO inh: 1%

What do the screens show for `Clc1ccc(-c2nnc(-c3cccc4ccccc34)o2)cc1Cl`?
ALOX15B inhib: -2%[11.4 µM]; 12-hLO inh: 1%[11.4 µM]

Results for O=C(NC(Cc1ccccc1)C(=O)O)/C(=C\c1ccco1)NC(=O)c1ccccc1 (stereo not given) ?
PNC assembly inh: 16; 12-hLO inh: -2%

What do the screens show for `O/N=C/c1ccc(OCc2ccccc2)c(Br)c1`?
PNC assembly inh: 12; 12-hLO inh: -1%

How did CC(=O)c1ccc(OC(=O)C2CC(=O)N(c3cccc(C)c3)C2)cc1 (stereo not given) do in these assays?
ALOX15B inhib: -5%; IMPase inh: 4; PNC assembly inh: 15; 12-hLO inh: -6%

What do the screens show for `COc1ccccc1OCc1nc(-c2ccc([N+](=O)[O-])cc2)no1`?
PNC assembly inh: -1; 12-hLO inh: 0%

How did Cc1cc2c(c(=O)n1Cc1cccnc1)C(c1ccccc1)C(C#N)=C(N)O2 (stereo not given) do in these assays?
ALOX15B inhib: -2%; IMPase inh: -1; PNC assembly inh: -23; 12-hLO inh: -3%

What do the screens show for `COc1ccc(C2C(C(=O)N3CCN(c4ccccc4)CC3)c3ccccc3C(=O)N2C)cc1OC` (stereo not given)?
ALOX15B inhib: -3%; IMPase inh: -2; PNC assembly inh: 35; 12-hLO inh: -4%

Results for COc1ccccc1/C=C/C(=O)OCC(=O)Nc1cc(C(F)(F)F)ccc1N1CCOCC1 ?
IMPase inh: -4; PNC assembly inh: inconclusive; 12-hLO inh: 7%

Results for COc1ccc(/C=N/N2CCN(c3ccccc3OC)CC2)cc1OC ?
ALOX15B inhib: -1%; IMPase inh: 17; PNC assembly inh: inconclusive; 12-hLO inh: -2%

What do the screens show for `Fc1ccc(C(OCCCc2cnc[nH]2)c2ccc(F)cc2)cc1`?
ALOX15B inhib: 43%[activator]; IMPase inh: 17; 12-hLO inh: -3%

Results for CCOc1ccc(C(=O)Nc2ccc(N3CCN(C)CC3)cc2)cc1Br ?
ALOX15B inhib: 31%[activator]; IMPase inh: -11; PNC assembly inh: 5; 12-hLO inh: inconclusive

How did COc1ccc(-n2c(=O)c(C)nc3cnc(N4CCNCC4)nc32)cc1 do in these assays?
ALOX15B inhib: 20%; 12-hLO inh: 3%

Results for Cn1c(CCCOc2ccc(Cl)cc2Cl)nnc1SCC(=O)Nc1cccc(F)c1 ?
IMPase inh: 1; PNC assembly inh: inconclusive; 12-hLO inh: 0%

What do the screens show for `CC1=NN(c2ccccc2)C(=O)C1c1ccccc1` (stereo not given)?
PNC assembly inh: -91*; 12-hLO inh: -6%

How did CCCCCCc1ccc(OCC(=O)OC)cc1OCC(=O)OC do in these assays?
ALOX15B inhib: 25%; IMPase inh: -8; PNC assembly inh: inconclusive; 12-hLO inh: -3%

How did N#CC1=C(N)Oc2n[nH]c(-c3cccs3)c2C1c1cccs1 (stereo not given) do in these assays?
ALOX15B inhib: -6%; IMPase inh: 5; PNC assembly inh: 20; 12-hLO inh: -8%

How did CC(=O)NN1C(=O)/C(=C\c2ccccc2)SC1=S do in these assays?
ALOX15B inhib: -9%; IMPase inh: -15; PNC assembly inh: 60; 12-hLO inh: -2%

Results for Cc1ccc(C(=O)NC(NCc2ccccc2)C(Cl)(Cl)Cl)cc1 (stereo not given) ?
PNC assembly inh: 21; 12-hLO inh: -1%

Structures from the list above containing a thiophene ring, fused or not:
What do the screens show for `CCOC(=O)c1c(-c2ccc(OC)cc2)csc1NC(=O)CSc1ncnc2sccc12`?
PNC assembly inh: inconclusive; 12-hLO inh: 1%

How did N#CC1=C(N)Oc2n[nH]c(-c3cccs3)c2C1c1cccs1 (stereo not given) do in these assays?
ALOX15B inhib: -6%; IMPase inh: 5; PNC assembly inh: 20; 12-hLO inh: -8%

Returning to the listing, starting four compounds before the break.
How did CCCCCCc1ccc(OCC(=O)OC)cc1OCC(=O)OC do in these assays?
ALOX15B inhib: 25%; IMPase inh: -8; PNC assembly inh: inconclusive; 12-hLO inh: -3%

How did N#CC1=C(N)Oc2n[nH]c(-c3cccs3)c2C1c1cccs1 (stereo not given) do in these assays?
ALOX15B inhib: -6%; IMPase inh: 5; PNC assembly inh: 20; 12-hLO inh: -8%

How did CC(=O)NN1C(=O)/C(=C\c2ccccc2)SC1=S do in these assays?
ALOX15B inhib: -9%; IMPase inh: -15; PNC assembly inh: 60; 12-hLO inh: -2%

Results for Cc1ccc(C(=O)NC(NCc2ccccc2)C(Cl)(Cl)Cl)cc1 (stereo not given) ?
PNC assembly inh: 21; 12-hLO inh: -1%

Results for CSc1nnc2c3cc(C)ccc3n(Cc3ccccc3)c2n1 ?
ALOX15B inhib: inconclusive; IMPase inh: -3; PNC assembly inh: -6; 12-hLO inh: -5%

Results for Cc1ccc(NC(=O)N/C=C/c2ccco2)cc1 ?
ALOX15B inhib: -4%; IMPase inh: 1; PNC assembly inh: -9; 12-hLO inh: inconclusive

How did Cc1ccc(C2CC(c3ccccc3)=NN2C(=O)CSc2nnc(-c3ccc(Cl)cc3)o2)o1 (stereo not given) do in these assays?
ALOX15B inhib: 1%; IMPase inh: inconclusive; PNC assembly inh: -9; 12-hLO inh: -3%

What do the screens show for `Cc1ccc2[nH]c3c(N4CCOCC4)ncnc3c2c1`?
ALOX15B inhib: -3%; IMPase inh: 7; PNC assembly inh: 35; 12-hLO inh: 6%

What do the screens show for `CC(=O)c1cc(F)c(N2CCOCC2)cc1C`?
ALOX15B inhib: -6%; IMPase inh: -6; PNC assembly inh: 27; 12-hLO inh: 6%

How did CCCCOc1ccc(C(O)(CCC)CCN2CCOCC2)cc1 (stereo not given) do in these assays?
PNC assembly inh: 4; 12-hLO inh: 2%

What do the screens show for `COc1cc(/C=C2/SC(=S)N(c3ccccc3)C2=O)ccc1Oc1nc(N2CCOCC2)nc(N2CCOCC2)n1`?
IMPase inh: 12; PNC assembly inh: inconclusive; 12-hLO inh: -2%

Results for Cc1ccc(C)c(SCC(=O)Nc2cc(C)nn2-c2ccc(F)cc2)c1 ?
IMPase inh: 4; PNC assembly inh: 15; 12-hLO inh: -1%

Results for C=C(C)Cn1c(SCCCO)nc2c1c(=O)[nH]c(=O)n2C ?
ALOX15B inhib: -4%; IMPase inh: -11; PNC assembly inh: -30; 12-hLO inh: -7%

What do the screens show for `CCOC(=O)c1ccc(NC(=O)CCC2COc3ccccc3O2)cc1` (stereo not given)?
IMPase inh: 7; PNC assembly inh: -13; 12-hLO inh: 1%

Results for CCC(Sc1ncccc1C(=O)O)C(=O)N1CCCC1 (stereo not given) ?
IMPase inh: -3; PNC assembly inh: inconclusive; 12-hLO inh: 0%

How did Cc1ccc(NCC(=O)c2ccccc2)cc1Cl do in these assays?
ALOX15B inhib: -10%[11.4 µM]; IMPase inh: 0[1.84 µM]; PNC assembly inh: 2; 12-hLO inh: -3%

Results for CCn1ccc(C(=O)NC2=NCCS2)n1 ?
PNC assembly inh: 43; 12-hLO inh: 0%

Results for N#CC1=C(N)OC2=C(C(=O)CC(c3ccccc3)C2)C1c1cccnc1 (stereo not given) ?
PNC assembly inh: inconclusive; 12-hLO inh: 7%

How did N#CCCN/N=C(\Cc1nc2ccccc2[nH]1)c1ccccc1 do in these assays?
ALOX15B inhib: 35%[activator]; IMPase inh: 1; PNC assembly inh: 42; 12-hLO inh: 2%

Results for Cc1cccc(NC(=O)C2C3C=CC(C4CC34)C2C(=O)O)c1 (stereo not given) ?
IMPase inh: 29; PNC assembly inh: -119*; 12-hLO inh: 4%

How did O=C(CSc1nccn1-c1ccccc1)c1ccc(Cl)cc1 do in these assays?
ALOX15B inhib: -15%; IMPase inh: 13; PNC assembly inh: -100*; 12-hLO inh: 1%

What do the screens show for `CCc1ccc(NC(=O)N(CCCOC(C)C)C2CCN(C(C)=O)CC2)cc1`?
ALOX15B inhib: 17%; IMPase inh: inconclusive; PNC assembly inh: 20; 12-hLO inh: -7%

Results for CCN(CCCNC(=O)C1CCN(S(=O)(=O)CC)CC1)c1cccc(C)c1 ?
ALOX15B inhib: -4%; IMPase inh: -17; PNC assembly inh: 54; 12-hLO inh: 1%

What do the screens show for `Cc1ccc(/C=N/n2c(-c3cccnc3)n[nH]c2=S)s1`?
PNC assembly inh: -23; 12-hLO inh: -7%

How did CCCCNc1nc(C)nc2c1nc(-c1ccccc1)n2CCCN1CCCCC1C (stereo not given) do in these assays?
ALOX15B inhib: 53%[activator]; 12-hLO inh: 1%

What do the screens show for `Cc1nn(-c2ccccc2)c(Cl)c1C(=O)NCc1cccs1`?
IMPase inh: -6; PNC assembly inh: inconclusive; 12-hLO inh: 0%

How did Cc1cccc2cc(CN(Cc3ccc4c(c3)OCO4)Cc3nnnn3C3CCCC3)c(=O)[nH]c12 do in these assays?
ALOX15B inhib: 33%[activator]; IMPase inh: inconclusive; PNC assembly inh: -19; 12-hLO inh: -8%

Results for CC(O)C(C(=O)OCc1ccc([N+](=O)[O-])cc1)N1C(=O)c2ccccc2C1=O (stereo not given) ?
PNC assembly inh: inconclusive; 12-hLO inh: 0%

What do the screens show for `COc1ccc(OC)c(C2C(C(=O)Nc3ccc(F)cc3)=C(C)Nc3nc(CCCO)nn32)c1` (stereo not given)?
ALOX15B inhib: 3%; IMPase inh: inconclusive; PNC assembly inh: -5; 12-hLO inh: 3%

How did Cc1ccc(C(=O)OC2CCS(=O)(=O)c3sccc32)cc1 (stereo not given) do in these assays?
ALOX15B inhib: -2%; IMPase inh: inconclusive; PNC assembly inh: 2; 12-hLO inh: -1%

Results for CCCN1CCN(C(=S)Nc2ccccc2C(F)(F)F)CC1 ?
IMPase inh: -2; PNC assembly inh: 26; 12-hLO inh: 3%

Results for CCOC(=O)C1=C(C)NC(=S)NC1c1cccs1 (stereo not given) ?
PNC assembly inh: -93*; 12-hLO inh: -5%

How did Cc1ccc(SCC(=O)NCCC2=CCCCC2)cc1 do in these assays?
ALOX15B inhib: -29%; IMPase inh: 1; PNC assembly inh: 52; 12-hLO inh: 3%

What do the screens show for `Cc1nn(Cc2ccccc2)c2c1C(c1ccco1)C(C#N)=C(N)O2` (stereo not given)?
ALOX15B inhib: -5%; IMPase inh: -3; PNC assembly inh: inconclusive; 12-hLO inh: -2%

How did COCCn1cnnc1SCC(=O)c1ccc(S(=O)(=O)N2CCCC2)cc1 do in these assays?
ALOX15B inhib: -15%; IMPase inh: 6; PNC assembly inh: 1; 12-hLO inh: -1%

How did CN(CC(=O)Nc1ccccc1Br)Cc1nc2ccccc2c(=O)[nH]1 do in these assays?
ALOX15B inhib: 30%; IMPase inh: -13; PNC assembly inh: inconclusive; 12-hLO inh: 1%

How did Cc1ccc(C)c(NC(=O)c2ccc(OC(=O)c3ccco3)cc2)c1 do in these assays?
ALOX15B inhib: 3%; IMPase inh: -2; PNC assembly inh: -11; 12-hLO inh: 3%

Results for CSc1cccc(NC(=O)Nc2ccccc2)c1 ?
ALOX15B inhib: -2%; IMPase inh: 13; PNC assembly inh: inconclusive; 12-hLO inh: 4%

Of the compounds above, these have a CF3 group:
Results for COc1ccccc1/C=C/C(=O)OCC(=O)Nc1cc(C(F)(F)F)ccc1N1CCOCC1 ?
IMPase inh: -4; PNC assembly inh: inconclusive; 12-hLO inh: 7%

Results for CCCN1CCN(C(=S)Nc2ccccc2C(F)(F)F)CC1 ?
IMPase inh: -2; PNC assembly inh: 26; 12-hLO inh: 3%
